High-throughput results: PubChem BioAssay, The Scripps Research Institute Molecular Screening Center
OXTR potentiate = potentiates the human oxytocin receptor response; CHO-OTR cells, Fluo-8 calcium fluorescence, potentiator mode; 0% = oxytocin EC15, 100% = EC100; P30559; AID 2445; hit rate 0.061% among 320,000; activation, % at 3 µM;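 active = activation above that plate's cutoff, the mean activation of tested compounds plus 3 SD, cut at about 6.6% in these data, passing the limit was not always enough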;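 note: 100% uses oxytocin at 75 nM as the full agonist control; some results filed as inactive read as strong as hits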
Target sequence (P30559 whole entry, looked up): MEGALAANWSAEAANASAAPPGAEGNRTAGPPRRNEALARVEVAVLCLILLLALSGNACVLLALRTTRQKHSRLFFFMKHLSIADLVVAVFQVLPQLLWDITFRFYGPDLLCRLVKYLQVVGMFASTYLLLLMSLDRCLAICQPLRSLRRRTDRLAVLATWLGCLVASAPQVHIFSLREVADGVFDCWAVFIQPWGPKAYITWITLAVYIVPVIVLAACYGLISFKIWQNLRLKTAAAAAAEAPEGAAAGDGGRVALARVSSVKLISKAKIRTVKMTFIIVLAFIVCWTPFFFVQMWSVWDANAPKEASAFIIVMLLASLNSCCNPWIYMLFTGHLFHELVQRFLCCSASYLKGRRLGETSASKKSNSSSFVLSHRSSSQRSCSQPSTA
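assay system = CHO-OTR cells, human receptor | schedule = compound 6 min at room temperature before oxytocin, 100 s read | detection = Fluo-8 intracellular calcium fluorescence, ex 470-495, em 515-575 nm | evaluation = normalized max/min fluorescence ratio, % activation | control set = EC15 oxytocin alone as 0%, 75 nM oxytocin (EC100) as 100%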
CHO-K1 Ca antag = nonselective inhibitor or artifact in parental CHO-K1 cells; AID 602250; inhibition, % at 3 µM; ATP-induced calcium, Fluo-8 fluorescence; hit rate 0.6% among 360,000;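 active = inhibition above a per-plate cutoff, the plate's mean sample inhibition plus 3 SD, cut at about 24% in these data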;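 note: 0% = DMSO plus EC80 ATP and 100% = DMSO alone without ATP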
CHRM4 agonist = CHRM4 agonism in calcium assay; activation, % at 3 µM; P08173; CHO-K1 hM4/Gqi5, Fluo-8 calcium fluorescence; vehicle 0%, full acetylcholine response 100%; hit rate 0.14% among 360,000; AID 624127;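 active = activation above the run mean over all test wells plus 3 SD, cut at about 32% in these data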;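 note: peak over basal fluorescence ratio per well then scaled between controls; 0% = DMSO wells and 100% = acetylcholine at EC100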
Target sequence (P08173 whole entry, looked up): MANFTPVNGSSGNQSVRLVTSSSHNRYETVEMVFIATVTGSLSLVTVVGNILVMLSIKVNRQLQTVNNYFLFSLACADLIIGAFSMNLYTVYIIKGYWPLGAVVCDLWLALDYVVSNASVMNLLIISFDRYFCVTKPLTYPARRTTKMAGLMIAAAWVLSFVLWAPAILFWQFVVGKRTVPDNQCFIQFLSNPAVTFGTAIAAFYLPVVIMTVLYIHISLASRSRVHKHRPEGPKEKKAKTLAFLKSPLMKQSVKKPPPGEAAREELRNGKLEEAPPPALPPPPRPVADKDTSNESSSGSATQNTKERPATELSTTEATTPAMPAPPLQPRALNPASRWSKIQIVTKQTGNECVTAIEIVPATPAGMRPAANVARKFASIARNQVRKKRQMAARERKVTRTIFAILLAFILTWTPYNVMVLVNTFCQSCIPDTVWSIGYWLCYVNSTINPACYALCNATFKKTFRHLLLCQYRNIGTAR
CHO parental Ca = counter-screen for OX1R antagonists: effect in parental CHO cells | parental CHO-K1, ATP-induced calcium, Fluo-8 fluorescence | inhibition, % at 5.6 µM | hit rate 0.63% among 330,000;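 active = inhibition above that plate's mean sample inhibition plus 3 SD, cut at about 26% in these data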;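 note: 0% = ATP-challenged DMSO wells and 100% = DMSO wells without ATP; some compounds past the cut are filed as inactive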
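Assay system – parental CHO cells · Reagent – ATP stimulus · Detection – intracellular calcium via Fluo-8 no-wash fluorescent dye · Evaluation – percent inhibition of ATP-evoked calcium rise, normalized to controls · Controls – ATP wells versus no-ATP DMSO wells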
M1 PAM = potentiates human M1 receptor response to acetylcholine; CHO-K1 hM1, Fluo-8 calcium fluorescence, ACh EC20; 0% = ACh EC20, 100% = maximal ACh; activation, % at 3 µM; hit rate 0.088% among 360,000; in the data active = activation above about 19%, passing the limit was not always enough
M1 ag parental = counter-screen for M1 agonists: effect in parental CHO-K1 cells. hit rate 0.48% among 360,000. activation, % at 3 µM. AID 602248. Fluo-8 calcium fluorescence; scaled to maximal ATP response, vehicle zero; in the data active = activation above about 15%;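 note: untransfected CHO-K1 host cells lacking M1 receptor as counterscreen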
M1 antag = human CHRM1 antagonism; P11229; CHO-K1 hM1, Fluo-8 calcium fluorescence, ACh EC80 antagonist; hit rate 1.3% among 360,000; inhibition, % at 3 µM;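 active = percent inhibition above its own plate's cutoff, namely the mean of that plate's compound wells plus 3 SD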;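 note: peak over basal fluorescence ratio during 140 s after agonist addition; 0% = ACh EC80 plus DMSO and 100% = DMSO alone without agonist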
M4 antag = blocks acetylcholine activation of human M4 receptor. CHO-hM4 cells, ACh EC80, Fluo-8 calcium fluorescence. P08173. inhibition, % at 3 µM. hit rate 0.73% among 360,000;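 active = inhibition above its plate's cutoff, the mean inhibition of sample wells plus 3 SD, cut at about 27% in these data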;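 note: 0% = acetylcholine EC80 with DMSO and 100% = DMSO without agonist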
M1 ag = activates human CHRM1 receptor; AID 588814; activation, % at 3 µM; hit rate 0.33% among 360,000; CHO-K1 hM1, Fluo-8 calcium fluorescence, agonist mode; 0% DMSO, 100% acetylcholine EC100;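 active = activation above the run's mean compound activation plus 3 SD, cut at about 16% in these data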;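 note: peak over basal fluorescence ratio within a 140 s kinetic read after compound addition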
Active calls of the source: *; . = not tested or not shown.

SMILES | OXTR potentiate | CHO-K1 Ca antag | CHRM4 agonist | CHO parental Ca | M1 PAM | M1 ag parental | M1 antag | M4 antag | M1 ag
CCC(=O)N1CCc2cc(OC)c(OC)cc2C1COc1ccc(OC)cc1 (stereo not given) | 1 | -18 | 3 | -15 | 9 | 1.9 | -6 | 0 | -5
COc1ccc(OCC(=O)N2N=C(C)CC2(O)C(F)(F)F)cc1 (stereo not given) | -6 | -15 | -1 | 4 | 12 | 0.0 | -6 | -9 | -3
Cc1cccc(C)c1NC(=O)CN(C)CC(=O)Nc1ccccc1Oc1ccccc1 | -11 | 1 | 2 | -20 | 5 | 2.4 | 5 | 0 | -8
Cc1ccc(CNC(=O)C2CCCN(S(=O)(=O)c3c(C)n[nH]c3C)C2)cc1 (stereo not given) | -5 | -23 | 2 | -6 | 1 | 0.8 | 1 | 4 | -6
CCn1c2ccccc2c(=O)c2ccccc21 | -17 | -6 | 0 | 14 | 12 | -0.1 | -6 | 2 | -3
COc1ccc(CN(C(=O)c2ccc(CN3CCOCC3)o2)C(C(=O)NCC2CCCO2)c2ccc(F)cc2)cc1 (stereo not given) | 3 | 3 | 1 | -27 | 2 | 0.1 | 0 | -1 | -5
COc1ccc2nc(NC(=O)c3ccccc3-c3ccccc3C(=O)O)sc2c1 | -6 | -18 | 1 | -10 | 0 | 1.3 | 12 | 9 | -1
O=S(=O)(Nc1cccc(C(F)(F)F)c1)c1cnc[nH]1 | -10 | 5 | 0 | 8 | 4 | 1.7 | -11 | 3 | 5
Cc1ccc2nc(-c3ccncc3)cc(-c3ccccc3)c2c1 | -2 | -13 | -2 | -31 | 1 | -0.9 | -5 | 5 | -6
Cc1nnc2ccc(-c3cccc(NS(C)(=O)=O)c3)nn12 | -2 | 16 | 1 | -1 | 1 | -0.5 | -13 | 0 | 2
CCN(CC)c1ccc(CNc2nc3ccccc3n2C)cc1 | 0 | -5 | 2 | -12 | 6 | 0.9 | -20 | -10 | -5
COc1ccc(CN2CCCCC2c2cccnc2)c(OC)c1C (stereo not given) | -3 | -17 | 0 | -6 | -4 | 0.0 | 6 | 10 | -12
COc1ccccc1NC(=O)c1ccc(NC(=O)CSc2nncn2C)cc1 | -3 | 3 | 0 | -8 | 7 | 0.0 | -4 | 5 | -4
CC(C)c1ccccc1-n1c(SCc2cc(=O)oc3ccc4ccccc4c23)nnc1-c1cccnc1 | -7 | 8 | 7 | -8 | -6 | 3.1 | 17 | 12 | -9
CCOC(=O)Cn1c(=N)n(CCOc2ccc(F)cc2)c2ccccc21 | -11 | 7 | 1 | -19 | -1 | 0.0 | 7 | 11 | -5
COc1ccc(NC(=S)N2CCCC(CO)C2)c(OC)c1 (stereo not given) | -7 | 10 | 0 | -5 | 6 | -0.1 | -4 | 8 | -2
COC(=O)[C@H](CC(C)C)NC(=O)NC1CCCc2ccccc21 (stereo not given in full) | -7 | 6 | 1 | 25 | 5 | 0.7 | -2 | 2 | -3
C[C@H]1CN([C@@H](C)CO)C(=O)CCCn2nncc2CO[C@@H]1CN(C)C(=O)Nc1ccc2c(c1)OCO2 | . | -11 | 1 | . | 8 | 0.5 | -11 | -20 | -4
CC1CCc2nn(CC(=O)NC3CCCC3)cc2C1 (stereo not given) | -3 | 7 | 1 | -13 | 1 | 0.2 | -3 | 2 | -3
CC12CC3CC(C)(C1)CC(CN1CCOCC1)(C3)C2 | -3 | -7 | -1 | 4 | -9 | -0.4 | 10 | -6 | -4
CCOc1cc(/C=N\NC(=O)Cc2ccccc2)ccc1OCC(=O)Nc1ccc(C)c(C)c1 | -4 | -5 | 0 | -8 | 2 | 0.2 | -3 | 11 | -2
O=C(Nc1ccc(N2CCN(C(=O)c3ccc(Cl)cc3)CC2)cc1)c1ccc([N+](=O)[O-])o1 | . | -5 | 4 | . | 8 | 0.0 | -4 | -4 | 1
CC1(C(=O)Nc2ccccc2)CCN1C(=O)C1(c2ccccc2)CC1 (stereo not given) | . | -8 | 4 | . | 1 | 0.6 | -1 | -19 | -1
CC(=O)c1nn(-c2ccc(Cl)cc2)c(=O)[nH]c1=O | -2 | 5 | -1 | -13 | 13 | -0.1 | -16 | -6 | -1
Cc1onc(-c2c(F)cccc2Cl)c1C(=O)N1CCN(S(C)(=O)=O)CC1 | -6 | -8 | 1 | -12 | 1 | 1.9 | -2 | 16 | -4
Cc1ccc(C)c(S(=O)(=O)N2CCN(C(=O)c3cc(-c4cccs4)nn3-c3ccccc3)CC2)c1 | -11 | 19 | 1 | 2 | 1 | -0.1 | 12 | 9 | -1
O=C(CCN1C(=O)/C(=C/c2ccccc2Cl)SC1=S)NC1=NCCS1 | -3 | -2 | 1 | -14 | 1 | 1.5 | -2 | 6 | -8
CCOC(=O)C(C)n1cnc2c(nnn2-c2ccc(OC)cc2)c1=O (stereo not given) | -3 | -8 | 0 | -14 | 4 | 1.0 | -3 | 1 | -6
Cc1[nH]n(-c2ccccc2)c(=O)c1C=NCCc1ccccc1 | -4 | -14 | 1 | -8 | 10 | 0.0 | -2 | -5 | -10
CCN(CC)C(=O)CN(C#N)c1nc(C)cc(C)n1 | -15 | 14 | 2 | 3 | 5 | -0.5 | 4 | -4 | -4
c1ccc(Cc2cc(-c3ccccc3)on2)cc1 | -3 | 1 | -1 | -2 | -1 | -0.4 | 1 | 11 | -2
COc1ccc(/C=C2\SC(=NCc3ccccc3)NC2=O)cc1 | -6 | -5 | -3 | -35 | 8 | -0.5 | -6 | -3 | -6
COc1cccc(C2NC(=O)c3sc(=S)n(-c4ccccc4)c3N2)c1 (stereo not given) | -2 | 6 | 2 | -17 | 6 | 1.4 | -3 | 5 | -3
CC(C)N(C)Cc1nnnn1CC(=O)N(C)Cc1cccc(Cl)c1 | -8 | 0 | 1 | -4 | -2 | 0.1 | -7 | 6 | -3
Cc1cc(OCC(=O)NCC(O)c2ccccc2)c2c(C)cc(=O)oc2c1 (stereo not given) | 0 | -16 | 3 | -9 | 14 | 0.5 | -16 | -8 | -3
CC1(C(=O)Nc2ccc3nc[nH]c3c2)CCN1C(=O)Cc1ccc(-c2ccccc2)cc1 (stereo not given) | . | 7 | 17 | . | -8 | 11 | 17 | 10 | 5
Cc1ccccc1NC(=S)NC(=O)c1cncc(Br)c1 | -4 | 7 | 0 | 0 | -2 | 0.2 | 0 | 7 | -6
NC(=O)c1cccc(-c2cccc(OC(=O)NC3CCCCC3)c2)c1 | -5 | -8 | 1 | 6 | 8 | 1.4 | -17 | -19 | -2
O=S(=O)(NC1CC1)c1ccccc1 | -9 | -8 | 0 | 6 | 5 | 0.5 | -10 | 1 | -2
CCSc1nc2c(c(=O)[nH]1)C(c1cccnc1)C(C(=O)OC(C)C)=C(C)N2 (stereo not given) | -1 | 25* | 1 | -16 | -7 | 0.3 | 19 | 1 | -3
CC[C@@H]1CC=C[C@H]2[C@H]1C(=O)N(Cc1ccccc1)[C@H]2c1ccoc1 | -9 | 4 | 6 | -22 | -7 | -0.6 | 8 | 0 | -7
CC(=O)N1CCc2cc(S(=O)(=O)C(C)CC(=O)NCc3ccco3)ccc21 (stereo not given) | . | -6 | 1 | . | 5 | 0.3 | -10 | 5 | -1
NC(=S)Nc1ccc(Cl)cc1Cl | -3 | -15 | 5 | 4 | 8 | 0.9 | -14 | -13 | -3
c1c(CC2CCCC2)nnn1C[C@H]1CC[C@@H]([C@@H]2CC[C@H](Cn3cc(CC4CCCC4)nn3)O2)O1 | 0 | -11 | 1 | -27 | 2 | -0.2 | 2 | 6 | -3
CN(C)S(=O)(=O)c1cccc2c1C(=O)c1ccccc1C2=O | -3 | 2 | 1 | -7 | 12 | 0.0 | -11 | 7 | -4
Cc1cc(C)n2c(-c3ccccc3Cl)nnc2n1 | -7 | -8 | 0 | -3 | 15 | 1.4 | -11 | 1 | -5
COC(=O)c1cn(-c2ccccc2)c(=O)c2ccccc12 | -8 | -10 | 1 | -16 | 2 | 0.9 | -8 | 0 | -6
Fc1cc(F)cc(Nc2nc(Cl)nc(NC3CCCC3)n2)c1 | -9 | -7 | -1 | -12 | -9 | -1.1 | 5 | -5 | -9
N#C/C(=C(/O)COC(=O)c1ccc(O)cc1)c1nc2ccccc2[nH]1 | 2 | -11 | 0 | -5 | 5 | 0.8 | -2 | 6 | -3
Cc1cc2ccccc2n1CCNC(=O)COc1ccccc1 | -6 | 0 | 3 | 1 | 5 | 0.9 | -9 | 2 | -6

Reprinted at random: 3 records from the list.
SMILES | OXTR potentiate | CHO-K1 Ca antag | CHRM4 agonist | CHO parental Ca | M1 PAM | M1 ag parental | M1 antag | M4 antag | M1 ag
c1c(CC2CCCC2)nnn1C[C@H]1CC[C@@H]([C@@H]2CC[C@H](Cn3cc(CC4CCCC4)nn3)O2)O1 | 0 | -11 | 1 | -27 | 2 | -0.2 | 2 | 6 | -3
N#C/C(=C(/O)COC(=O)c1ccc(O)cc1)c1nc2ccccc2[nH]1 | 2 | -11 | 0 | -5 | 5 | 0.8 | -2 | 6 | -3
NC(=S)Nc1ccc(Cl)cc1Cl | -3 | -15 | 5 | 4 | 8 | 0.9 | -14 | -13 | -3

(list continues)
SMILES | OXTR potentiate | CHO-K1 Ca antag | CHRM4 agonist | CHO parental Ca | M1 PAM | M1 ag parental | M1 antag | M4 antag | M1 ag
COc1ccc(C2/C=C\CNCC(=O)N2Cc2ccc(F)cc2)cc1 (stereo not given) | -10 | -16 | 2 | -23 | 4 | 1.0 | -6 | 8 | -4
C/C(=N/NC(=O)CNc1ccc(C)cc1)c1ccc(Br)s1 | -3 | 2 | 8 | -14 | 4 | 21* | 0 | 2 | 8
O=C(OCC(=O)c1ccc(Cl)cc1Cl)c1ccccn1 | -6 | -7 | 0 | 7 | -1 | 0.4 | 10 | -6 | -5
COc1ccc(/C=C/C(=O)C2CC2)cc1COc1cccc(C)c1C | -16 | -12 | 4 | -18 | -3 | 1.0 | 12 | 11 | -4
Cc1ccc(S(=O)(=O)N2CCCCC2)cc1C(=O)NCC1CCCO1 (stereo not given) | -8 | -3 | 1 | -14 | 19 | 0.4 | -1 | -6 | 9
COc1ccc(NC(=O)C[C@H]2C(=O)N(C3CCCCC3)C[C@@H]2CSC)cc1 | . | -16 | 3 | . | 7 | 1.7 | -12 | 3 | -1
Cc1ccc(S(=O)(=O)N2CCCC2C(=O)NCc2ccco2)cc1 (stereo not given) | -8 | -5 | 1 | -12 | 9 | 0.2 | -9 | -7 | -5
COc1ccccc1Oc1ccc2c(c1)C(=O)N(c1cccc3ncccc13)C2=O | . | 24* | 12 | . | -8 | 11 | 25 | 21 | 10
O=C(N/N=C/c1ccc(-c2ccccc2[N+](=O)[O-])o1)c1cccnc1 | -8 | -6 | 4 | -8 | -4 | 1.4 | -21 | -5 | -1
CCOC(=O)c1cc(-c2c(Cl)cccc2Cl)no1 | 0 | -2 | 1 | -2 | -1 | -0.2 | -5 | 5 | -4
Fc1ccc(-c2cnn3c(-c4ccncc4)ccnc23)cc1 | -11 | 2 | 3 | -1 | 7 | 1.6 | -1 | 2 | -5
Cc1nc(C2COc3ccccc3O2)sc1C(=O)O (stereo not given) | 1 | -17 | 2 | 0 | 0 | 0.6 | -3 | 3 | -1

The order is random; 2.9% or so of the library scored in one or more.
